NR2E3 ag-1 – human photoreceptor-specific nuclear receptor agonism | CHO-S Gal4-NCOR/VP16-NR2E3 two-hybrid, luciferase | 0.35% of 360,000 active | Q9Y5X4 | AID 602229 | inhibition of corepressor binding, % at 3.98 µM;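 active = inhibition above the mean of all tested compounds plus 3 SD, cut at about 70% in these data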;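 also: 0% = DMSO with NR2E3 transfected cells and 100% = cells lacking NR2E3 construct; higher means lower luciferase signal from less NR2E3 corepressor binding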
Target sequence (Q9Y5X4 whole entry, looked up, the tested form may be a part): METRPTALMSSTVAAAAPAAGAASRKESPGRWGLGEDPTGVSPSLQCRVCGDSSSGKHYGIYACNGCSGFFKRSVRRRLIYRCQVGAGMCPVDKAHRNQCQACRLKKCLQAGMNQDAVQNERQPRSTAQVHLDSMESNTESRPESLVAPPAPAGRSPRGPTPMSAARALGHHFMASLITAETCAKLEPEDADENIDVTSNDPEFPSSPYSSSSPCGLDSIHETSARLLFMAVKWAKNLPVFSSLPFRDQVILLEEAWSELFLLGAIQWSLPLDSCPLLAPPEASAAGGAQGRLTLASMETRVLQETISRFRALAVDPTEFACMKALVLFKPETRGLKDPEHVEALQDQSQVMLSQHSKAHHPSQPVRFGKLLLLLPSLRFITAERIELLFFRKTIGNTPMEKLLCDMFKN
Vif imaging – blocks HIV Vif function; 0.35% of 340,000 active; HEK293T cells, Vif self-association by quenched fluorescence, imaging, 24 h; inhibition, % at 7.49 µM; in the data active = inhibition above about 50%, passing the limit was not always enough; inconclusive = no clear call, values can overlap the other calls; inactive = below about 31%; also: some results filed as inactive read as strong as hits
PDI inh – blocks human protein disulfide isomerase activity; inhibition, % at 10 µM; P07237; 0.052% of 350,000 active; PDI insulin aggregation turbidity, A650, 90 min;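 active = mean inhibition across replicates of 30% or more, whatever share of single replicates reach that level; inconclusive = mean inhibition below 30% while every single replicate reaches 30%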;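 also: absorbance from insulin aggregation driven by PDI reduction with DTT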
Target sequence (P07237 whole entry, looked up): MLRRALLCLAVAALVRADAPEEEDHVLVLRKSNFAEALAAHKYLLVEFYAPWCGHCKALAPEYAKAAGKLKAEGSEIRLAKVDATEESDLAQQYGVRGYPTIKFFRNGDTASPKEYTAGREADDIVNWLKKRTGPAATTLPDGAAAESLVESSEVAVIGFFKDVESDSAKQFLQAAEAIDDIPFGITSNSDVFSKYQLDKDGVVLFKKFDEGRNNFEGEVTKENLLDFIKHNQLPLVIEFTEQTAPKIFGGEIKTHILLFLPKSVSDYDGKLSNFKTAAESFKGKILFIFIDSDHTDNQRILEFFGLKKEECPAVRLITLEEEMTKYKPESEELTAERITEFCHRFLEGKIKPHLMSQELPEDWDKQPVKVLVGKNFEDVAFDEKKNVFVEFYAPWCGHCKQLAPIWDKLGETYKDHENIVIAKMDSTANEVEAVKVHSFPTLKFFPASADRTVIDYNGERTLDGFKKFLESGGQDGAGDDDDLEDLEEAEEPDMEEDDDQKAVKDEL
Peg3 promoter – Peg3 promoter activity inhibition; AID 588405; HeLa PEG-Prom luciferase reporter, luminescence, overnight; 1.7% of 360,000 active; inhibition, % at 20 µM;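 active = inhibition of at least 50% at 20 µM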
Shn3 inh set2 – inhibitors of Schnurri-3 3'UTR reporter in osteoblasts | Clone20 osteoblast Shn3 3'UTR firefly luciferase, 24 h | inhibition, % at 12.5 µM | 0.52% of 360,000 active | AID 588674;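 active = mean inhibition of at least 75% with every replicate also reaching 75%; inconclusive = mean inhibition at least 75% but some replicate below; inactive = mean inhibition below 75%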;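 also: 0% = median of neutral control wells and 100% = pilot-screen positive control compound; some compounds past the cut are filed as inactive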
TRPM1 prom inh – inhibitors of MITF-driven TRPM1 promoter in melanoma cells. SK-MEL-5 TRPM1 promoter luciferase, 24 h. inhibition, % at 12.5 µM. 0.83% of 330,000 active. AID 488899;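 active = mean inhibition across replicates of 60% or more, whatever share of single replicates reaches that level; inconclusive = some that reach 60%, reason not given; inactive = mean inhibition across replicates below 60%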; also: values of inactives mirror those of a sister screen read the other way
HIF-2a inh – blocks HIF-2a reporter activity; 786-0 RCC cells HIF-2a reporter, luciferase luminescence, overnight; inhibition, % at 18.8 µM; 0.72% of 360,000 active; AID 624352;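 active = inhibition of the luminescence signal of 40% or more relative to plate controls, in a single-dose primary screen at 18.75 µM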
NR2E3 ag-2 – activates human photoreceptor nuclear receptor NR2E3 | Q9Y5X4 | GST-NR2E3/biotin-RetCOR TR-FRET, 1536-well | inhibition of corepressor binding, % at 4.78 µM | 0.12% of 320,000 active | AID 2300;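 active = percent inhibition above the cutoff of mean plus 3 SD of all tested compounds, set per screening campaign, cut at about 20% in these data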;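 also: 0% = DMSO wells and 100% = biotin wells as full block of FRET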
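System: GST-tagged NR2E3 plus biotinylated RetCOR corepressor; Buffer or medium: pH 7.5 Tris-based buffer; Probe or stimulus: RetCOR corepressor, biotinylated, 7 nM; Doses: compound at 4.8 µM, single dose; Schedule: 5 h incubation at 4 °C; Technique: time-resolved FRET; Evaluation: percent inhibition of TR-FRET ratio; Replication: one well per compound, singlicate testing.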
KKLEB tox – counter-screen for CF NF-kB inhibitors: cytotoxicity | KKLEB CF airway cells viability, ATPlite luminescence, overnight; active compounds read low; cells stimulated with P. aeruginosa culture filtrate | activity change (cytotoxicity), % at 5 µM | 0.36% of 360,000 active | AID 602141;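 active = corrected activity change at or below -50% at 5 µM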
CF NFkB block – inhibitors of cystic fibrosis induced NF-kB; KKLEB NF-kB-GFP reporter, PAF-induced, GFP fluorescence overnight; inhibition, % at 5 µM; 0.86% of 360,000 active; AID 588850;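 active = at least 50% inhibition at 5 µM, scaled per plate between neutral and stimulator controls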;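 also: PAF is a Pseudomonas aeruginosa culture filtrate used as stimulus; plate controls were PAF-stimulated DMSO wells for no effect and unstimulated DMSO wells for full effect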
CaV13 FRET inh – Disruptors of the CACNA1D IQ motif to Ca2+-dependent inactivation inhibitor domain association, primary screening, Förster resonance energy transfer in intact living …; HEK cells, CFP/YFP FRET ICDI-IQ, plate reader, 10 min; percent FRET-ratio fall versus neutral wells; inhibition, % at 12.3 µM; 0.098% of 340,000 active; AID 743397;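 active = mean replicate inhibition of at least 30% and at least 1% of replicates passing that level; inconclusive = only one of the two criteria is met; inactive = neither criterion is met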;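 also: 0% = median of the neutral control wells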
Active calls of the source: *; ? = inconclusive; · = not tested or not shown.

SMILES	NR2E3 ag-1	Vif imaging	PDI inh	Peg3 promoter	Shn3 inh set2	TRPM1 prom inh	HIF-2a inh	NR2E3 ag-2	KKLEB tox	CF NFkB block	CaV13 FRET inh
CC(=O)NC(c1ccccc1)c1nc(-c2ccccc2C)cs1 (stereo unspecified)	-4.2	-2.6	-0.4	-43.0	15.3	·	-95.5	·	-6.1	-32.5	-5.0
CC[C@@]1(C(=O)OC)N[C@H](CN(C)C(=O)NC(C)C)[C@@H]2C(=O)N(C)C(=O)[C@@H]21	-5.3	6.8	-10.2	-6.6	5.8	-4.1	3.3	·	-7.9	13.1	-2.4
Cc1ccc(Cn2c(N3CCNCC3)nc3c2c(=O)[nH]c(=O)n3C)cc1	4.7	-5.5	8.4	4.7	-4.6	-0.2	25.3	·	-9.4	-0.2	-4.6
Cc1ccc(S(=O)(=O)/N=C2/NC(=O)/C(=C/c3ccc(Br)o3)S2)cc1	8.2	7.4	0.0	2.5	-20.6	-2.1	14.3	0.1	0.1	7.9	-6.0
Cc1ccc(C(=O)Nc2c(C#N)c(C)c(C)n2Cc2ccccc2)cc1	-22.5	-5.4	-0.7	18.6	1.1	0.4	11.7	1.4	-1.2	5.1	-1.0
C#CCOCCOCCOCCNc1nc(N2CCOCC2)nc(N2CCN(C(=O)[C@H](CCCCN)n3cc([C@@H](N)CO)nn3)CC2)n1	1.9	3.5	3.7	-9.2	1.3	-10.5	21.0	0.7	6.1	-14.2	-6.3
Cc1ccccc1-c1nnc(SCC(=O)N(CC(C)C)c2c(N)n(CC(C)C)c(=O)[nH]c2=O)n1C	-5.0	1.6	-4.6	20.0	12.9	12.2	11.7	0.3	-0.8	6.6	-3.7
CC(=O)Nc1ccc(-c2ccc3nnc(C)n3n2)cc1	2.7	-4.2	11.1	10.7	-16.8	-0.6	2.7	4.8	-8.0	-14.9	-5.9
O=C1C2C3C=CC(C3)C2C(=O)N1c1ccc(-c2nc3ccccc3c(=O)o2)cc1 (stereo unspecified)	-11.6	21.5	-10.6	9.9	8.3	11.5	4.4	4.2	-13.2	15.6	-1.7
O=C(CN1CCOCC1)Nc1ccc(S(=O)(=O)N2CCCCCC2)cc1	11.9	11.7	2.5	12.6	9.7	10.3	5.5	0.2	9.5	13.6	-4.9
CC(C)[C@H](NC(=O)NCc1ccco1)C(=O)O	-4.4	·	-31.6	-2.5	7.1	-8.5	11.8	1.1	-1.4	-1.4	-4.8
Cc1ccc(C(=O)Cn2nc(C(=O)O)c3ccccc3c2=O)cc1C	-14.0	-2.6	-0.3	-7.0	-4.7	-19.0	-26.7	-0.7	-6.1	17.6	-14.8
Cn1cc(Cl)c(C(=O)N(Cc2ccccc2)c2ccccn2)n1	-15.2	14.5	-8.0	-3.7	-30.6	6.7	9.7	3.2	1.0	-5.3	-6.4
Cc1cccnc1NC(=O)Cn1c(=O)oc2ccccc21	3.1	6.1	-2.2	6.5	3.2	5.4	9.9	1.1	-2.2	5.4	-2.8
O=C(NN(C(=O)c1ccccc1)c1ccccc1)c1ccccc1	-30.7	·	0.9	16.2	3.4	-0.9	7.8	-4.0	-13.3	3.7	-15.2
O=C(CSc1nc2cc(Cl)ccc2s1)NC(=O)NCc1ccco1	-13.8	-0.7	5.1	16.2	-6.1	2.3	-9.0	-0.2	-6.9	-0.2	-7.2
COC(=O)[C@]1(Cc2ccccc2)N[C@H](c2ccc(-c3ccccc3)cc2)[C@@H]2C(=O)N(C)C(=O)[C@@H]21	-3.4	-3.6	3.0	23.9	21.2	5.3	12.4	5.3	17.8	1.7	-13.1
CSCCOC(=O)C1=C(C)NC(=O)NC1c1ccc2c(c1)OCO2 (stereo unspecified)	-25.0	3.2	-3.0	12.6	8.4	-6.7	18.7	·	5.9	-10.5	-2.7
COc1ccc(S(=O)(=O)N2CCCCC2)cc1NC(=O)CNc1ccccc1C(C)=O	-3.8	-3.6	2.2	9.0	15.6	11.8	1.7	0.7	-3.2	-16.2	-17.7
CN(C)c1ccc(/C=N/NC(=O)C2CC2c2ccccc2)cc1 (stereo unspecified)	-4.6	-4.3	2.1	6.4	10.7	2.3	0.2	-5.8	-22.1	17.3	-5.0
COc1ccc2c(c1)SCC(=O)N2C	-23.2	7.6	6.8	3.7	7.5	12.8	-8.1	-3.3	0.9	-16.1	-4.5
CC(C)(C)Cc1c(-c2ccccc2)nc2ccc(Cl)cn12	-25.1	0.0	-2.4	-2.8	15.2	·	-29.7	·	-3.7	7.0	-3.5
Cc1[nH]c2ccccc2c1C(=O)C(=O)NCc1nnnn1-c1cccc(F)c1	-3.8	6.6	10.3	-4.3	-0.8	·	0.1	·	-9.8	12.4	-10.4
CC1CCCCC1NC(=O)c1ccc(CNc2c(N3CCCC3)c(=O)c2=O)cc1 (stereo unspecified)	-31.6	4.3	6.7	11.4	8.5	·	22.3	-3.8	2.7	7.3	-6.3
COc1ccccc1CC(=O)Nc1cc(OC)c(NC(=O)c2ccccc2)cc1OC	-20.4	-7.5	5.7	5.6	19.8	1.3	7.3	4.2	-12.2	6.0	12.5
O=C(NC(c1ccc(F)cc1)c1ccc2ccccc2n1)C1CCN(CCOc2ccc(F)cc2)CC1 (stereo unspecified)	36.5	11.8	6.6	41.4	5.4	·	-19.7	·	-9.5	18.0	-6.5
CC(=O)Nc1cccc(OCc2c(F)cccc2Cl)c1	-18.7	12.1	-2.0	-5.8	-0.2	4.0	-33.6	-3.6	-6.4	18.6	-3.7
CC(=O)c1ccc(NC(=O)CN(c2c(C)cccc2C)S(C)(=O)=O)cc1	-105.8	-7.9	-7.9	-131.9	-53.6	-34.8	-160.2	·	-7.5	5.8	-1.2
Cc1ccc(NC(=O)c2ccc(OCC3CCCO3)cc2)cc1Cl (stereo unspecified)	-116.6	-35.9	6.0	-403.9	-23.5	·	-247.9	·	6.2	-2.5	-5.4
CC1CCN(C2=NC(=O)/C(=C/c3cn[nH]c3-c3ccccc3)S2)CC1	5.8	-1.1	-6.8	-78.5	6.4	-7.7	-78.5	-0.3	7.5	19.2	-6.0
CCN(C(=O)Cn1c([N+](=O)[O-])cnc1C)c1ccccc1	4.3	0.3	6.1	7.5	-19.1	-1.6	12.0	4.5	0.5	8.5	-9.8
CCOCCOc1cccc(C(=O)NC(c2ccccc2)C(C)C)c1 (stereo unspecified)	15.4	-0.8	1.4	-3.4	-24.0	5.8	-29.8	-0.3	-10.6	18.7	-16.2
COc1ccc(-n2ccc3ccccc32)cc1	3.4	-13.8	-0.4	-17.3	-25.2	-7.9	-58.3	-3.4	-11.1	-10.8	-20.2
CC1CCCC(CC(=O)O)(CC(=O)O)C1 (stereo unspecified)	-16.2	-1.9	15.0	10.2	15.5	2.0	20.8	1.7	-9.7	22.6	-2.8
O=C(c1ccccc1)c1ccc(O)c(O)c1O	-35.5	-0.7	·	-16.6	-19.6	9.1	7.5	·	7.4	-10.9	·
Cc1cccc(C)c1N1C(=O)c2ccccc2C1=O	19.3	4.1	9.1	9.7	20.4	4.4	3.1	3.4	-2.0	-12.1	-9.7
O=C(COC(=O)c1ccccc1Br)NCC1CCCO1 (stereo unspecified)	-0.3	-5.4	-19.4	-19.3	-11.3	-5.8	-9.3	·	13.0	-7.7	-2.8
Cc1ccc(S(=O)(=O)N(CC(=O)N2CCC(C)CC2)c2ccccc2)cc1	-27.4	8.0	1.8	-10.8	8.0	-9.3	-24.6	0.3	-0.1	-4.3	-5.2
O=C(O)c1ccc(N=Nc2c(O)[nH]c3ccc(Br)cc23)cc1	-64.8	5.1	-1.6	-155.7	-36.1	-66.5	-293.0	-0.1	12.9	-5.2	-18.8
CCn1c(SCC(=O)Nc2cccc(NC(=O)c3cccs3)c2)nnc1-c1ccncc1	-24.5	-1.5	-11.7	3.7	-4.5	-1.8	12.5	-1.0	-8.7	7.6	·
CCOC(=O)c1sc(N2C(=O)C(O)=C(C(=O)c3ccco3)C2c2ccc(C)o2)nc1C (stereo unspecified)	-77.6	1.4	-11.5	-2.1	-7.5	3.0	-9.6	6.2	4.3	2.9	-4.0
Nc1nc(NCc2ccco2)nc(N2CCN(Cc3ccccc3)CC2)c1[N+](=O)[O-]	-5.0	-2.6	1.3	21.0	12.4	0.8	11.4	-0.5	6.0	-1.8	-4.2
CCCCNC(=O)c1c[nH]c2ccc(S(=O)(=O)N3CCOCC3)cc2c1=O	-4.7	7.0	5.8	3.5	-22.1	10.3	10.3	-0.2	-10.1	13.1	-4.4
O=C(NCC1CCCO1)c1ccc(NC(=O)c2cc(F)c(F)cc2Cl)cc1 (stereo unspecified)	-11.6	0.8	-2.4	6.0	11.4	1.7	20.6	-2.5	7.9	-29.1	-20.6
O=C(Nc1nc2c(Cl)ccc(Cl)c2s1)c1ccco1	0.9	-11.9	·	-107.3	-3.3	·	-154.1	-0.1	8.2	-55.3	-5.4
Cn1cnc(C(=O)N2CCN(c3ccccc3)CC2)c1C(=O)N1CCN(c2ccccc2)CC1	17.0	-2.4	-0.9	-4.9	9.0	-0.8	2.4	-3.3	-20.6	11.0	-4.5
C=CCN(CC(=O)NCc1ccc(F)cc1)C(=O)c1csnn1	-6.6	-3.1	-6.1	-5.1	10.3	-4.7	-2.8	-3.3	-8.0	-4.1	-3.9
OC[C@@H]1CN(Cc2ccc3c(c2)OCO3)C[C@H](n2cnc3c(NC4CCCC4)ncnc32)O1	-22.3	-10.1	8.7	15.7	3.6	·	-6.5	·	8.4	-6.6	-9.7
O=C(NC(=S)N1CCN(C/C=C/c2ccccc2)CC1)c1ccco1	1.4	0.0	-2.7	8.9	2.4	10.4	11.9	0.1	16.2	-24.0	-2.1
O=C1CCC(=O)N1c1ccc(NCc2ccccc2Cl)c([N+](=O)[O-])c1	-1.1	?	-5.5	0.8	3.5	-1.2	8.1	0.3	-12.5	4.3	-4.7
O=C(c1ccco1)N1CCN(C2CCCC2)CC1	10.7	3.5	6.7	6.0	1.4	7.1	16.6	-6.2	6.6	-9.3	-1.0
Cc1ccc(-c2nc(N)sc2CC(=O)OCC(=O)NC2CCCC(C)C2C)cc1 (stereo unspecified)	-25.6	-2.2	-4.9	4.5	0.0	-1.1	5.7	-2.8	-1.7	9.6	-19.5

Compound activity as filed in PubChem.
